Screening results: PubChem BioAssay, The Scripps Research Institute Molecular Screening Center
M4 antag: CHRM4 antagonism in calcium assay. CHO-hM4 cells, ACh EC80, Fluo-8 calcium fluorescence. inhibition, % at 3 µM. P08173. hit rate 0.73% among 360,000;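 active means inhibition above its plate's cutoff, the mean inhibition of sample wells plus 3 SD, cut at about 27% in these data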;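 further: 0% = acetylcholine EC80 with DMSO and 100% = DMSO without agonist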
Target sequence (P08173 whole entry, looked up): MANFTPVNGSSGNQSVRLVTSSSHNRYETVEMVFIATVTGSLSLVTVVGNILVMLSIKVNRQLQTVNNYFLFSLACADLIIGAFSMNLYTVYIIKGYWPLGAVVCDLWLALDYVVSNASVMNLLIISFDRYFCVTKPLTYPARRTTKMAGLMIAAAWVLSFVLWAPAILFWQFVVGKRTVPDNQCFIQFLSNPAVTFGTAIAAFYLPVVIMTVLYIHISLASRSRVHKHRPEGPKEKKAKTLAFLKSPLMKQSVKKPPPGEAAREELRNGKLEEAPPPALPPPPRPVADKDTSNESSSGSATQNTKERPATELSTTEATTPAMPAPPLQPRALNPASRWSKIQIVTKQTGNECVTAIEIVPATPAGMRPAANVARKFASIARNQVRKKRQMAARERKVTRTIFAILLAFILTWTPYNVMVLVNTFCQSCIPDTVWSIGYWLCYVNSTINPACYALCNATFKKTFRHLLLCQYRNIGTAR
M5 ag: CHRM5 agonism in calcium assay; P08912; activation, % at 3 µM; CHO-K1 hM5 cells, Fluo-8 calcium fluorescence; 0% DMSO wells, 100% maximal acetylcholine response; hit rate 0.19% among 360,000;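 active means activation above the run's mean over test compounds plus 3 SD, cut at about 23% in these data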;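 further: signal is peak over basal fluorescence ratio across the kinetic read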
CHRM4 agonist: agonists of human muscarinic M4 receptor (CHRM4) | P08173 | CHO-K1 hM4/Gqi5, Fluo-8 calcium fluorescence; vehicle 0%, full acetylcholine response 100% | activation, % at 3 µM | hit rate 0.14% among 360,000;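 active means activation above the run mean over all test wells plus 3 SD, cut at about 32% in these data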;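 further: peak over basal fluorescence ratio per well then scaled between controls; 0% = DMSO wells and 100% = acetylcholine at EC100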
CHRM5 antagonist: CHRM5 antagonism in calcium assay; P08912; CHO-hM5 cells, Fluo-8 calcium fluorescence, ACh EC80; inhibition, % at 3 µM; hit rate 0.59% among 360,000; AID 624040;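 active means inhibition above a per-plate cutoff, the mean of that plate's test compounds plus 3 SD, cut at about 27% in these data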;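 further: 0% = acetylcholine EC80 with DMSO and 100% = DMSO without agonist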
CHRM1 agonist: human M1 muscarinic receptor agonism. P11229. CHO-K1 hM1, Fluo-8 calcium fluorescence, agonist mode; 0% DMSO, 100% acetylcholine EC100. activation, % at 3 µM. hit rate 0.33% among 360,000;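 active means activation above the run's mean compound activation plus 3 SD, cut at about 16% in these data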;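 further: peak over basal fluorescence ratio within a 140 s kinetic read after compound addition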
TAAR1 ag: human TAAR1 agonism; Q96RJ0; CHO RD-HGA16 TAAR1, Fluo-8 calcium fluorescence; vehicle wells 0%, saturating PEA agonist 100%; activation, % at 3 µM; hit rate 0.99% among 360,000; AID 624467;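 active means activation above the mean activation of all test compounds in the run plus 3 SD, cut at about 38% in these data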
Target sequence (Q96RJ0 whole entry, looked up): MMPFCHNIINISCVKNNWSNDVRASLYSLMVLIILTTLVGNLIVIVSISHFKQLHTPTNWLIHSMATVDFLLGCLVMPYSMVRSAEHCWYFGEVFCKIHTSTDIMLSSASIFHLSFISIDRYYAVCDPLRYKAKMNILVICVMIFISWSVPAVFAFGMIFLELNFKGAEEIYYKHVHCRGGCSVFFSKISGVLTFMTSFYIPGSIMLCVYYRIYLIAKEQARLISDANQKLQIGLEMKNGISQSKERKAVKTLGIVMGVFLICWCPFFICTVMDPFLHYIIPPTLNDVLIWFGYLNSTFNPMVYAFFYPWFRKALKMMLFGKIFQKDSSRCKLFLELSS
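Test system: RD-HGA16 (CHO) cells co-expressing Gα16 and hTAAR1; dosing: one-point dosing at 3 µM (nominal); timing: 17-24 h seeding, 75 min 37 °C dye, 30 min RT; signal: kinetic Fluo-8 calcium fluorescence; read-out basis: % activation relative to PEA EC100 response; controls: DMSO and PEA EC100; replicates: n 1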
CHRM5 PAM: positive allosteric modulators of human muscarinic M5 receptor; P08912; CHO-K1 hM5, Fluo-8 calcium, ACh EC20 PAM; 0% = ACh EC20, 100% = ACh EC100; activation, % at 3 µM; hit rate 0.3% among 360,000; AID 624038;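 active means activation above the run cutoff, the mean activation of all test compounds plus 3 SD, cut at about 18% in these data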
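Assay system: CHO-K1 hM5 cells. Also added: acetylcholine at EC20 concentration, added after compound. Dosing: 3 µM, single dose. Times: compound preincubation 140 s before EC20 acetylcholine addition. Signal: Fluo-8 calcium fluorescence. Measure: % activation relative to EC20 and EC100 ACh responses. Repeats: singlicate, one well per test compound.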
M1 PAM: human CHRM1 positive allosteric modulation; activation, % at 3 µM; P11229; hit rate 0.088% among 360,000; AID 588819; CHO-K1 hM1, Fluo-8 calcium fluorescence, ACh EC20; 0% = ACh EC20, 100% = maximal ACh; in the data active means activation above about 19%, passing the limit was not always enough
CHRM1 antagonist: blocks human M1 muscarinic receptor; P11229; CHO-K1 hM1, Fluo-8 calcium fluorescence, ACh EC80 antagonist; inhibition, % at 3 µM; hit rate 1.3% among 360,000;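 active means percent inhibition above its own plate's cutoff, namely the mean of that plate's compound wells plus 3 SD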;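 further: peak over basal fluorescence ratio during 140 s after agonist addition; 0% = ACh EC80 plus DMSO and 100% = DMSO alone without agonist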
* = called active by the depositor; x = not tested or not shown.

Start of the listing, in advance (four entries):
Molecule,CHRM5 antagonist,CHRM1 antagonist,TAAR1 ag,CHRM1 agonist,M5 ag,CHRM5 PAM,CHRM4 agonist,M4 antag,M1 PAM
COc1cccc(C(=O)Nc2nnc(S(=O)(=O)N3CCCC3)s2)c1,8,-17,0,-1,-4,-4,1,-3,6
O=C(CNC(=O)c1ccccc1F)N/N=C/c1cccs1,-6,-6,24,-1,-4,8,1,-5,10
O=C(O)CCCNC(=O)CCCn1nnc2ccccc2c1=O,0,-2,-1,-2,5,0,0,2,1
COc1cc(SC)ccc1C(=O)NC1CCCc2ccccc21 (stereo unspecified),-12,-2,16,-8,-4,6,-2,-9,0

All compounds of this part, repeating the preview:
Molecule,CHRM5 antagonist,CHRM1 antagonist,TAAR1 ag,CHRM1 agonist,M5 ag,CHRM5 PAM,CHRM4 agonist,M4 antag,M1 PAM
COc1cccc(C(=O)Nc2nnc(S(=O)(=O)N3CCCC3)s2)c1,8,-17,0,-1,-4,-4,1,-3,6
O=C(CNC(=O)c1ccccc1F)N/N=C/c1cccs1,-6,-6,24,-1,-4,8,1,-5,10
O=C(O)CCCNC(=O)CCCn1nnc2ccccc2c1=O,0,-2,-1,-2,5,0,0,2,1
COc1cc(SC)ccc1C(=O)NC1CCCc2ccccc21 (stereo unspecified),-12,-2,16,-8,-4,6,-2,-9,0
Cc1cccc(C)c1NC(=O)C1(C)CN(S(C)(=O)=O)CC(=O)N1C1CC1 (stereo unspecified),-4,x,2,x,2,-6,1,1,x
CCc1ccc(CCC(=O)Nc2ccc(C(=O)O)cc2)o1,11,-8,0,-1,-6,-2,0,12,8
COC(=O)C1CCN(C(=O)CCCOc2ccccc2)CC1,4,-5,5,-1,-6,2,1,9,7
N#Cc1ccccc1OCc1cn(CC(=O)c2ccc(O)cc2)nn1,12,-8,1,-2,2,-8,1,4,-1
COC(=O)c1cc(NC(=O)c2cccc([N+](=O)[O-])c2C)ccc1Cl,-1,-4,12,-1,-1,-3,8,-8,6
CCCCCCc1cc2cc(S(=O)(=O)c3ccc(C)cc3)c(=O)oc2cc1O,8,1,3,-2,1,-8,2,3,-3
CS(=O)(=O)c1ccc(Nc2nc(C(N)Cc3ccc(Cl)cc3)cs2)cc1 (stereo unspecified),6,-6,18,1,1,-1,9,8,6
CCc1ccc(C2N(c3ccc(OC)cc3)C(=O)C3CCCN32)cc1 (stereo unspecified),2,-14,0,-2,0,0,0,-8,6
Cc1nnc(Nc2ccccc2)n(N)c1=O,5,-15,6,0,-2,14,1,2,13
CCCNC(=O)C1(C)CCCN(C(=O)c2cccc(OC(F)(F)F)c2)C1 (stereo unspecified),1,11,0,0,1,1,0,-2,-7
CCOC(=O)C1=C(COC(=O)/C=C/c2ccc(Cl)cc2)NC(=O)NC1C (stereo unspecified),15,-3,6,-1,-3,-5,1,2,4
Cc1ccccc1Nc1nc(=O)c2cc([N+](=O)[O-])ccc2s1,-2,1,-3,-7,-3,1,2,-4,1
COc1ccc(S(=O)(=O)N2CCOCC2)cc1C(=O)Nc1ccon1,-5,-11,17,2,1,-1,0,1,-2
COc1ccccc1C(=O)NC(=S)NC12CC3CC(CC(C3)C1)C2,11,-4,1,-3,-2,1,0,8,0
COc1ccc(/C=C2/N=C(SC3CCOC3=O)N(c3cccc(OC)c3)C2=O)cc1 (stereo unspecified),-5,-3,4,-2,2,-5,2,4,7
CCCCc1ccc(/C=C2\C(=O)ON=C2c2ccccc2)s1,-1,-7,1,-5,-2,-3,1,6,10
CCOC(=O)CSc1nnc(Cn2nnc(-c3ccccc3)n2)n1CC,-4,-12,6,-3,2,2,4,9,8
COC(=O)c1ccc(NC(=O)CCN2C(=O)CSC2=O)cc1,-2,-11,14,-7,-2,-3,1,3,12
O=C(Nc1cccc(C(=O)N2CCCC2)c1)C1CC1,-6,0,1,8,1,-4,-1,-9,16
Cc1ccc(CNC(=O)c2sc3nc4c(c(C(F)(F)F)c3c2N)CCC4)cc1,2,-8,4,-1,4,-7,1,-2,3
O=C1NC(=O)/C(=C\c2ccc(OCc3cccc([N+](=O)[O-])c3)cc2)N1,4,6,5,-2,-1,-14,12,9,2
CCc1ccc(CNC(=O)CCC(=O)n2ncc3cc(C)ccc32)cc1,6,15,47*,-6,2,-7,24,4,-10
O=C(Nc1cccc(-n2cnnn2)c1)c1ccc(Cl)cc1Cl,11,10,1,-2,-3,-9,1,10,-5
Cc1ccc(C)c(OCCC(=O)NCCc2ccc(F)cc2)c1,16,-15,-3,-2,-4,-3,0,1,13
COCC(=O)N(c1ccccc1)C(C)C(=O)OC (stereo unspecified),-2,1,4,-6,-1,-1,1,2,9
Cn1c(CSCc2ccccc2Cl)nnc1SCC(=O)Nc1nccs1,2,-6,12,-1,2,-8,11,-9,3
CCOc1ccccc1C(=O)N1CCN(C(c2ccccc2)c2ccccc2)CC1,-4,-13,0,-10,-5,-3,1,-3,6
O=c1ncn(-c2cccc([N+](=O)[O-])c2)c2ccccc12,3,-7,5,-3,4,1,0,-15,3
CNC(=O)CSc1nnc(-c2cccc(S(=O)(=O)N3CCOCC3)c2)n1-c1ccc(F)cc1,1,-8,1,-4,0,1,0,-4,8
OCCn1c(-c2ccccc2)csc1=Nc1ccccc1,1,-7,-1,-7,0,-1,2,9,7
COc1ccc(CCNC(=S)Nc2cccc(C)c2C)cc1,0,-2,11,-5,-4,-2,0,3,-3
CC(NC(=O)C(=O)N1CCCCC1)C(c1cccs1)N1CCN(C)CC1 (stereo unspecified),3,3,0,1,-4,10,1,-10,10
COc1ccc(N=C2NC(=O)C(CC(=O)NCCc3ccc(OC)c(OC)c3)S2)cc1 (stereo unspecified),1,-4,12,-8,-2,-8,0,-5,8
COc1ccc(N=CC2=C(O)CC(c3ccccc3)CC2=O)c(OC)c1 (stereo unspecified),2,-3,0,-10,-5,-3,2,1,1
COc1ccc(C(=O)OCC(=O)Nc2cc(S(=O)(=O)N3CCOCC3)ccc2N2CCCC2)cc1,-11,-8,2,-13,-4,-4,2,-9,5
CC(c1cccs1)N(C)Cc1nc(CCc2ccccc2)no1 (stereo unspecified),-4,-13,1,-11,-6,2,-1,-2,8
CC(OC(=O)c1cccc(-n2cnnn2)c1)c1nc2ccccc2c(=O)[nH]1 (stereo unspecified),3,-10,12,-7,4,5,1,-15,9
N#Cc1ccc(NC(=O)NN2CCCCCC2)cc1,4,4,10,8,12,-7,13,5,-7
O=C1CCCc2ccccc2N1Cc1ccc(F)cc1,3,-9,5,-6,-13,1,-1,-16,5
COc1cc2c(cc1OC)CN(C(=O)c1ccc3nc[nH]c3c1)CC2,-18,2,0,-2,4,12,-1,3,5
COCC1=C(C(=O)OC(C)OC(=O)OC(C)C)N2C(=O)[C@@H](NC(=O)/C(=N\OC)c3csc(N)n3)[C@H]2SC1 (stereo partly specified),-3,-29,1,4,2,9,-1,-20,18
Nc1nc(SCC(=O)N2CCOCC2)[nH]c(=O)c1-c1ccccc1,-5,-3,6,-5,0,-5,1,-18,10
O=C(CCC(=O)N1CCCC1)Nc1nnc(C(F)(F)F)s1,-4,-13,4,1,1,2,0,2,16
COc1ccc(S(=O)(=O)N2CCN(CC(=O)NC(C)c3cccs3)CC2)cc1 (stereo unspecified),3,-13,-1,-6,-1,-1,1,-2,3
Cc1cccc2nc(C(=O)Nc3cccc(C(=O)NC4CC4)c3)cn12,-9,-2,1,-4,6,2,3,-4,2
COc1ccc(NC(=O)CN2CCN(C(=O)c3ccco3)CC2)c(OC)c1,-3,-9,4,-2,-6,-4,0,2,7
CN(Cc1cccc(F)c1)C(=O)c1cc(=O)[nH]c2ccccc12,9,-7,3,-2,0,-3,4,10,7
Cc1ccc(-c2nn3nnnc3c3ccccc23)cc1C,7,-1,1,-4,-2,10,1,11,4
COc1ccc(Nc2nc(C)cc(C)c2C(N)=O)cc1,-8,2,9,0,1,6,1,1,4
O=C(NCCc1ccccc1)C1CCN(S(=O)(=O)N2CCC3(CC2)OCCO3)CC1,-1,19,-2,-5,1,1,0,7,-8
O=C(CCc1ccccc1)Nc1ccccc1F,-13,-7,4,-3,-6,-1,0,-9,5
Cc1ccccc1C(C(=O)NC1CCCCC1)N(C(=O)c1ccccn1)c1cccnc1 (stereo unspecified),5,6,0,-6,0,2,0,6,-2
COCCNC(=O)CSc1nc2scc(-c3ccccc3)c2c(=O)[nH]1,-15,-18,0,-2,2,12,1,7,7
Cc1ccc2oc(C(=O)Nc3nnc(C)s3)c(C)c2c1,1,-12,17,-1,-3,5,1,13,8
Cc1ccc(-c2nc(CS(=O)CC(=O)NC3CCCC(C)C3C)c(C)o2)cc1 (stereo unspecified),16,6,3,-4,-4,-4,0,-1,-3
O=C(NCC(O)c1ccccc1)c1ccc(Cl)c(S(=O)(=O)N2CCCCC2)c1 (stereo unspecified),1,8,9,5,8,-5,13,2,0

(continued)
Molecule,CHRM5 antagonist,CHRM1 antagonist,TAAR1 ag,CHRM1 agonist,M5 ag,CHRM5 PAM,CHRM4 agonist,M4 antag,M1 PAM
Cc1ccc(F)c(S(=O)(=O)NC(=O)C2(C)CCN2C(=O)COc2ccc(Cl)cc2)c1 (stereo unspecified),5,-19,1,0,0,-2,0,-16,22
CCOC(=O)C1(CCc2ccccc2)CCN(C(=O)c2occc2C)CC1,-4,-4,6,-13,-6,0,-1,0,9
Cc1sc2nc(SCC(=O)N(C)C)[nH]c(=O)c2c1C,-4,-8,2,-5,-4,0,0,5,4
O=C(NC1CC1)C1CCN(C2CCN(C(=O)Cc3ccc4c(c3)OCO4)CC2)CC1,8,4,1,-7,-1,-2,1,10,1
CCOC(=O)N1CCN(C(=O)COC(=O)c2ccc([N+](=O)[O-])cc2Cl)CC1,2,-9,5,-2,2,-6,0,-2,6
CC(NS(=O)(=O)c1ccccc1Cl)C1CC2CCC1C2 (stereo unspecified),-11,-16,6,-4,-4,0,0,-21,7
COc1ccc2cc3[n+](cc2c1O)CCc1cc2c(cc1-3)OCO2,-1,x,0,x,1,-3,1,13,x
O=C(CSc1nnc(-c2ccco2)o1)NC(=O)C1COc2ccccc2O1 (stereo unspecified),1,-1,8,-2,3,2,0,11,7
COc1ccc(-c2cc(C(=O)NCc3ccco3)c3ccccc3n2)c(OC)c1,14,1,5,-3,-2,-9,9,-5,0
Cc1cccc(CSc2nnnn2-c2ccccc2)c1,5,-12,25,-2,-4,-6,-2,-7,6
CN=C(Nc1cccc(Cl)c1)SC1CC(=O)N(c2ccc(OC)cc2)C1=O (stereo unspecified),18,8,8,-6,1,-10,16,7,-13
Cc1ccc(N2C(=S)N=C(Nc3ccccc3C)C23CCOC(C)(C)C3)cc1 (stereo unspecified),-8,-5,0,-3,-2,1,0,-15,5

These rows are one share of the data (hit frequency here may not be typical).
